Screening results as filed in PubChem.
Chronic BCR inh: blocks chronic active B-cell receptor signaling. 340,000 tested, 0.05% active. ABC-DLBCL IkBa-CBG/CBR reporter, luminescence ratio, 4 h. AID 493014. Potency, µM (top dose mostly 46.1 µM), without a hit: top-dose ratio change, negative = lower green/red ratio, most hits filed as inhibitors; active = well fitted inhibition curve with a large enough effect in the signal ratio, with a control signal flat, not every such curve was filed as active; inconclusive = small, poorly fitted or top-dose-only effect, or effect the other way, or a change in a side signal; the % refers to the signal ratio;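 also: potency is read from the fitted curve at half-maximal effect; plate controls were basal doxycycline-induced cells for no effect and cells given 10 µM MG132 for full effect; MG132 reads +100%, hits lower the ratio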
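Concentration-response series (up to 46 uM) were applied to TMD8 dual-reporter cells for 4 h at 37C with doxycycline. Green/red ratio, after filter-overlap correction, defined %Activity; red signal alone was normalised to basal cells and zero luminescence.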
Eya2 phos inh: blocks the phosphatase activity of human Eya2; 330,000 tested, 0.006% active; recombinant Eya2, OMFP fluorescence dephosphorylation (OMFP is methylfluorescein phosphate); Potency, µM (series often up to 76.9 µM), for the others: at the highest dose activity, negative = inhibition, usual class: inhibitors; O00167; also: potency is read from the fitted curve at half-maximal effect
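Eya2 (0.2 uM) preincubated 10 min at ambient with compound, then OMFP substrate added at 50 uM; 10 min reaction in 50 mM HEPES pH 7.5, 50 mM NaCl, 5 uM MgCl2, 0.05% BSA, 1 mM DTT. Fluorescence read at Ex 485/Em 525 nm.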
PKM2 act: increases activity of human pyruvate kinase M2; purified PKM2, Kinase-Glo ATP luminescence, activation; response scale: 0% is enzyme alone, no compound; AID 1631; Potency, µM (series often up to 57.5 µM), inactives show at the highest dose activation, hits mostly activators; 260,000 tested, 0.34% active; also: potency is read from the fitted curve at half-maximal effect; nearly all actives have a fitted effect of over 55% in size
Target sequence (P14618 whole entry, looked up): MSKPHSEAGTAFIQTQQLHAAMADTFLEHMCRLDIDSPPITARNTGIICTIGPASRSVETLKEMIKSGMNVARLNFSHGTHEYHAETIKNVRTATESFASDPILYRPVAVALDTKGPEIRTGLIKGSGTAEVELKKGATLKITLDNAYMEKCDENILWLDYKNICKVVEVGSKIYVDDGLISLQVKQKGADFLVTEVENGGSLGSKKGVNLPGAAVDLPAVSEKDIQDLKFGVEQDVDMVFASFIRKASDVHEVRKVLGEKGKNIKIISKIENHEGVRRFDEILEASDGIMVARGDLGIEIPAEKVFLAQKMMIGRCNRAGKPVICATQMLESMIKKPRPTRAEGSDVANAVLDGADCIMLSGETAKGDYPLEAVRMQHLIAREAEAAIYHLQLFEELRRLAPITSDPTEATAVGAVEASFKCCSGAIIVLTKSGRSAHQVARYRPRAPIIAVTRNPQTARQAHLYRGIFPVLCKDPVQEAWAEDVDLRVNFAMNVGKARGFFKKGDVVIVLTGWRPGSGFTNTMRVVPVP
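Kinase-Glo luminescence reports ATP generated from ADP (0.1 mM) and PEP (0.5 mM) by purified hPK-M2 after 1 h at room temperature, pH 7.2 imidazole buffer; intermediate enzyme activity allows detecting inhibitors and activators.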
Coupling enz: inhibits coupling enzyme system, counter-screen for aldolase hits | coupling enzyme system counterscreen, AmpLite Red fluorescence | activity change, negative = inhibition, % at 58.2 µM, hits read low | 290,000 tested, 0.67% active; in the data active = activity change below about -30%
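Compounds tested against the coupling enzymes alone at 57.5 uM final; readout was AmpLite Red fluorescence (525/598 nm) after 20 min at RT.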
hERG WT inh: KCNH2 (human, wildtype) channel inhibition. Q12809. U2OS, BacMam KCNH2, thallium flux FluxOr; active compounds read low. activity change, % at 1.84 µM. 340,000 tested, 0.37% active. AID 720551;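 active = maximum activity change below -70%; inconclusive = maximum activity change between -70% and -50%; inactive = maximum activity change above -50%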
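U2OS cells transduced with wild-type KCNH2 virus are loaded with FluxOr dye for 45 min, and thallium flux is measured in kinetic reads before and after stimulation buffer. Rate constants are normalized to DMSO controls.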
Giardia kill: Giardia lamblia killing; activity change, % at 7.66 µM, hits read low; Giardia lamblia trophozoite viability; 340,000 tested, 0.15% active; in the data active = activity change below about -80%; inconclusive = between about -30% and that limit;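 also: parasites exposed to compound for two days anaerobically before the ATP read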
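Compounds were tested on trophozoites seeded at 100 cells/well and held 48 hrs at 37 deg C anaerobically. An ATP-based luminescent kit measured the remaining live cells.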
GALK inhibitor: inhibitors of human galactokinase; Potency, µM (titrated, usually from 57.5 µM), for the others: top-dose activity change, negative = inhibition, hits mostly inhibitors; AID 1868; Purified GALK, Kinase-Glo residual ATP luminescence; 270,000 tested, 0.007% active; P51570; also: potency is read from the fitted curve at half-maximal effect
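Human GALK (5 nM) with 35 uM ATP and 100 uM galactose in 20 mM HEPES pH 8.0, 5 mM MgCl2, 60 mM NaCl, 1 mM DTT, 0.01% BSA. After 1 h at room temperature, leftover ATP was read by Kinase-Glo Plus luminescence.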
KCNH2 3.1 block: KCNH2 3.1 (human) potassium channel inhibition. U2OS KCNH2 3.1, thallium flux FluxOr; active compounds read low. activity change, % (tested at about 1.8 µM). 340,000 tested, 0.95% active. AID 720553;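 active = maximum activity change below -70%; inconclusive = maximum activity change from -70% to -50%; inactive = maximum activity change above -50%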;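 also: thallium influx rate constant from kinetic fluorescence after stimulation buffer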
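Steps: virus added to U2OS suspension (4 h, RT, dark); medium with 10% FBS added, cells plated, 37 C overnight; FluxOr/Red40 loading buffer 45 min RT; stimulation buffer, 2 min kinetic read; rate constant normalized.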
USP2a block: USP2a (human) protease inhibition | USP2 core, Ub-CHOP2 coupled fluorogenic reporter, 485/531 | Potency, µM (titrated, usually from 38.3 µM), for the others: at the top dose activity change, negative = inhibition, most hits filed as inhibitors | 330,000 tested, 0.01% active;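 also: potency is read from the fitted curve at half-maximal effect; plate controls were DMSO wells for no effect and full inhibition by NEM control for full effect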
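Cell-free coupled assay: 10nM USP2 core preincubated 30min RT with compound in Tris-HCl pH 8.0/CaCl2/CHAPS buffer, then 25nM Ub-CHOP2 and 25nM reporter substrate; fluorescence (Ex 485/Em 531) read after 60min RT, normalized to NEM inhibition, concentration-response curves fitted.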
uPA generation: cell surface uPA generation inhibition. cell surface uPA generation assay, qHTS. Potency, µM (series often up to 38.3 µM), for inactives: at the top dose activity change, negative = inhibition, most hits filed as inhibitors. 330,000 tested, 0.31% active. AID 540303; active = well fitted inhibition curve with a large enough effect; inconclusive = small, poorly fitted or top-dose-only effect; inactive = no such curve, though single readings can be large or run the other way; tested in mouse RAW 264.7 cells; also: potency is read from the fitted curve at half-maximal effect; nearly all actives have a fitted effect of over 55% in size
B2AR arrestin: agonists driving beta-arrestin recruitment to human beta2-adrenergic receptor; beta-arrestin recruitment to beta2AR, cell-based reporter; Potency, µM (series often up to 46.1 µM), for inactives: at the top dose activation, actives largely listed as activators; AID 492947; 330,000 tested, 0.02% active;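 also: potency is read from the fitted curve at half-maximal effect; 0% = DMSO controls and full agonism = EC100 isoproterenol or metaproterenol; nearly all actives have a fitted effect of over 65% in size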
Target sequence (P07550 whole entry, looked up): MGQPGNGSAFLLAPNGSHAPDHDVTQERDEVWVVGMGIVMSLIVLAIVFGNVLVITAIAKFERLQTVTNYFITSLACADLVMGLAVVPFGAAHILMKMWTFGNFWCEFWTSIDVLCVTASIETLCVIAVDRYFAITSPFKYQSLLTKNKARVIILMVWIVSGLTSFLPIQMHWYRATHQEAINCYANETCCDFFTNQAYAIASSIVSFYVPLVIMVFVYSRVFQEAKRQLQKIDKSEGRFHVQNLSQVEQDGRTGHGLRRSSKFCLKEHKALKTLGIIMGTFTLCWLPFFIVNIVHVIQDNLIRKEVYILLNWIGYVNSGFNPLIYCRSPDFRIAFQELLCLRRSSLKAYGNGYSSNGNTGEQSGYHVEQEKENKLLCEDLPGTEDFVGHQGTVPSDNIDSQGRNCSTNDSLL
* hit, by the source's call; ? = inconclusive; . = not tested or not shown; & = joins results of further samples; [ ] = remark or other dose. Unless noted, calls follow the shape of the dose curve; as a rule, active = well fitted curve in the direction sought with a large enough effect; inconclusive = small, poorly fitted or top-dose-only effect, or another doubt; inactive = no such curve, though single readings can be large; an effect the other way counts as inactive or inconclusive. Unless noted, % is scaled to controls: 0 for no effect and ±100 for the full control effect. Only part of the results is shown; count on the stated rates, not on these rows.

SMILES	Chronic BCR inh	Eya2 phos inh	PKM2 act	Coupling enz	hERG WT inh	Giardia kill	GALK inhibitor	KCNH2 3.1 block	USP2a block	uPA generation	B2AR arrestin
CCN(CC)S(=O)(=O)c1cccc(-c2nnc(SCc3nnc(-c4cccs4)o3)n2N)c1	?	-2.7%	3.6%	3.5	30.2	5.6	3.1%	-24.9	-0.9%	-1.2%	-0.1%
CCc1ccc(/C=C(/C#N)C(N)=S)cc1	-0.6%	3.2%	-14.4%	-2.7	0.7	-5.6	0.9%	5.2	1.6%	-15.0%	-0.8%
CCN(CC)C(=O)Oc1ccc(Br)cc1C(=O)Nc1ccc(F)c(Cl)c1	?	6.7%	-2.4%	-2.0	-4.4	-1.7	-1.6%	-8.3	-3.0%	6.6%	-1.0%
O=C(CCCOc1ccc(Cl)cc1Cl)N1CCC2(CC1)OCCO2	?	-3.4%	-1.6%	0.4	17.0	4.4	-2.2%	9.5	-1.5%	.	0.0%
CSc1nnc([C@@H](N)Cc2ccccc2)o1	1.1%	-9.9%	-1.2%	0.4	11.0	7.9	-0.5%	9.5	2.6%	.	0.2%
c1cncc(C2CCCCN2)c1 (centres undefined)	-7.3%	?	0.8%	1.9&0.3	2.8	36.8[activator]	-1.1%	-0.8	4.4%	12.2%	-1.1%
Cc1nc2ccccc2c(=O)n1-c1cccc([N+](=O)[O-])c1	-0.2%	-16.3%	1.4%	1.5	0.3	-2.8	0.4%	0.9	-0.4%	12.3%	-0.3%
Cc1nn(Cc2ccccc2Cl)c(C)c1C(=O)NC1CCCc2ccccc21 (centres undefined)	?	-12.8%	10.3%	0.8	-5.3	-5.9	0.8%	-13.9	-0.8%	-18.6%	-0.9%
O=Cc1cn(Cc2ccccc2F)c2ccccc12	?	6.7%	-5.6%	5.5	-8.5	-9.4	0.6%	4.0	1.7%	-5.3%	0.2%
CCOP(=O)(OCC)C1(O)C(=O)Nc2ccccc21 (centres undefined)	0.1%	-0.4%	-3.1%	0.7	-3.6	2.1	.	-19.1	-0.3%	3.3%	-0.3%
O=C(C[C@H]1C/C=C\C[C@H](NC(=O)OCC2c3ccccc3-c3ccccc32)C(=O)O[C@H](c2ccccc2)CNC1=O)N[C@H](CO)Cc1ccccc1	?	-4.5%	.	.	4.5	-7.6	.	-12.5	-27.2%	-16.6%	6.0%
COc1cc2[nH]c(=O)n(-c3ccc(C)cc3)c(=O)c2cc1OC	-5.4%	-29.0%	-6.5%	2.7	-5.3	-3.8	-1.2%	8.1	0.0%	-1.0%	-0.5%
Cc1cc(C)c(C(=O)CN2CCOCC2)c(C)c1	?	4.6%	9.3%	2.2	3.3	-8.3	-0.8%	1.5	-4.0%	-13.5%	8.3%
CC(=O)N1CC(=O)Nc2ccc(C)cc2C1c1ccccc1 (centres undefined)	1.6%	-8.0%	.	-0.2	1.7	-1.3	-2.9%	-37.9	5.7%	8.9%	0.3%
NCCc1cc(O)c(O)cc1O	.	.	.	-57.3*	3.9&3.0	-4.1&-13.5	.	15.5&0.9	.	-11.8%&-0.7%	.
COc1ccc(-c2cc(-c3ccccc3)[n+](C)c(-c3ccccc3)c2)cc1	-7.9%	0.7%	13.6%	1.5	-4.7	6.8	11.5%	-15.7	2.2%	-16.7%	-0.9%
COc1cc(C=C2C(=O)NC(=O)NC2=O)ccc1OCc1ccc([N+](=O)[O-])cc1	-2.1%	9.0%	7.2%	-0.6	12.2	10.3	5.0%	11.2	-1.4%	-0.9%	0.0%
CCOc1ccc(Br)c(C2(O)CC(C)N(C)CC2C)c1 (centres undefined)	?	3.6%	-16.1%	-0.2	3.2	16.2	-2.7%	7.9	0.4%	6.9%	0.3%
Cc1nn(Cc2ccccc2)c(Cl)c1C(=O)NC1CCCc2ccccc21 (centres undefined)	-8.3%	1.0%	-1.6%	2.7	-3.7	-4.6	1.3%	1.3	1.3%	20.3%	0.4%
COc1ccccc1N(CC(=O)NC1CCCC1)C(=O)c1cnn(C(C)C)c1	?	0.4%	-6.1%	1.8	36.5	-12.5	-0.1%	-3.1	-1.7%	4.7%	-0.8%
O=C1NC(=O)C(=Cc2ccc(-c3ccc(S(=O)(=O)N4CCOCC4)cc3)o2)C(=O)N1	?	4.0%	8.7%	1.7	-3.9	2.5	.	-11.3	0.2%	-0.1%	0.2%
CCOC(=O)C1(CCOc2ccccc2)CCN(C(C)CSC)CC1 (centres undefined)	0.0%	-18.5%	3.9%	0.6	16.7	3.6	3.6%	-10.4	2.2%	?	-0.6%
O=c1c2ccccc2nc(-c2ccco2)n1-c1ccc(Br)cc1	-1.0%	4.7%	1.4%	1.0	-4.8	4.1	-1.7%	3.8	4.6%	3.4%	5.7%
CCn1c(=O)cc(OCC(=O)N2CCN(Cc3ccc4c(c3)OCO4)CC2)c2ccccc21	?	?	3.8%	0.0	-0.7	4.5	-3.0%	0.1	4.5%	1.7%	-0.5%
O=C1/C(=C/c2ccc3c(c2)OCO3)N2CCC1CC2	?	-7.0%	0.6%	6.8	21.0	-23.0	0.1%	5.0	1.7%	-3.2%	0.1%
O=C(CN1CC(c2ccccc2)CC1=O)Nc1ccc(F)cc1 (centres undefined)	0.0%	-2.5%	4.7%	-0.5	4.0	-3.3	-1.6%	0.7	-0.8%	-51.1%	-0.4%
CCC(C)n1c(C)cc(C(N)=O)c1C (centres undefined)	7.3%	5.0%	-1.7%	1.7	-25.9	-16.1	7.2%	-1.6	-1.0%	-0.3%	0.1%
CN1C(=O)NC(=O)[C@]2(Cc3ccccc3N3CCN(c4ccccc4)CC32)C1=O (some centres undefined)	?	7.2%	7.5%	-5.8	-11.4	-0.1	0.4%	-10.4	2.3%	.	-0.1%
C[N+]1(C)C2CCC1CC(OC(=O)C(CO)c1ccccc1)C2 (centres undefined)	12.9%	-2.1%&-11.3%&-12.8%	-6.6%	0.6	0.5	-10.8	6.3%	-12.7	4.1%	10.3%	-0.3%
CC(C)COC(=O)c1ccccc1C(=O)OCC(C)C	?	12.3%	-12.0%	5.2	-0.7	2.6	-1.4%	3.5	-0.2%	-6.2%	-0.3%

Single records, from the list above. Order of screens: Chronic BCR inh	Eya2 phos inh	PKM2 act	Coupling enz	hERG WT inh	Giardia kill	GALK inhibitor	KCNH2 3.1 block	USP2a block	uPA generation	B2AR arrestin
`C[N+]1(C)C2CCC1CC(OC(=O)C(CO)c1ccccc1)C2` (centres undefined) across the screens: 12.9%	-2.1%&-11.3%&-12.8%	-6.6%	0.6	0.5	-10.8	6.3%	-12.7	4.1%	10.3%	-0.3%
`O=C1/C(=C/c2ccc3c(c2)OCO3)N2CCC1CC2` across the screens: ?	-7.0%	0.6%	6.8	21.0	-23.0	0.1%	5.0	1.7%	-3.2%	0.1%

(more compounds)
SMILES	Chronic BCR inh	Eya2 phos inh	PKM2 act	Coupling enz	hERG WT inh	Giardia kill	GALK inhibitor	KCNH2 3.1 block	USP2a block	uPA generation	B2AR arrestin
CCOC(=O)Cn1cc([N+](=O)[O-])nc1[N+](=O)[O-]	?	-7.3%	4.4%	-39.1*	-0.3	-21.1	-1.6%	1.1	-9.3%	-7.8%	0.3%
CCOc1cc2c(cc1OCC)-n1cccc1C(c1ccc(C)cc1C)NC2 (centres undefined)	-10.3%	7.8%	.	1.1	-2.7	4.1	1.1%	-16.5	-1.6%	0.2%	1.3%
CC(C)C12CN3CCN(CC(C3)C1O)C2 (centres undefined)	.	.	3.6%	0.3	0.9	-7.7	-1.5%	-1.1	.	.	.
COCC(C)OC(=O)c1c(N)n(Cc2ccco2)c2nc3ccccc3nc12 (centres undefined)	?	11.0%	?	-0.7	-6.6	-1.9	-0.5%	6.8	9.7%	10.7%	0.1%
O=C(Cc1ccccc1)N1CCN(C/C=C/c2ccccc2)CC1	-1.0%	-25.6%	0.5%	-0.3	2.6	-14.2	-2.0%	-21.6	-1.4%	4.8%	2.7%
CC(=O)c1cn(CCCOc2ccccc2)c2ccccc12	-7.8%	-6.5%	15.5%	-12.7	0.8	-2.7	0.2%	-3.1	-6.7%	?	0.5%
Nc1cc(Cl)cc(C(=O)O)c1Cl	3.5%	8.7%	.	.	-3.1	42.9[activator]	.	-3.8	0.2%	6.0%	-0.6%
COc1ccc(N2C(=O)CC(N3CC=C(c4ccccc4)CC3)C2=O)cc1 (centres undefined)	5.3%	3.6%	25.3%	-0.6	-6.0	39.4[activator]	-2.7%	-1.1	0.8%	-21.8%	-0.3%
CC1CN=C(Nc2ccc(N(C)C)cc2)S1 (centres undefined)	2.0%	10.4%	0.3%	-2.7	-3.2	-3.6	-0.2%	-12.2	2.7%	-10.7%	-1.6%
COc1ccc(-n2c(O)c(C=NCc3ccc4c(c3)OCO4)c(=O)[nH]c2=O)cc1	4.0%	-4.7%	-1.1%	-2.2	-1.7	-11.9	.	-4.2	-0.4%	5.6%	0.2%
O=c1[nH]c(=O)n(-c2cccc(Cl)c2)c(O)c1C=NCCN1CCCCC1	-9.5%	14.6%	-10.6%	1.5	4.0	13.0	1.7%	0.2	4.0%	-12.4%	3.0%
